EPAC1 antag = EPAC1 (human) antagonism | AID 720709 | EPAC1 GEF assay, Rap1b-BODIPY-GDP exchange fluorescence | actives 0.14% (n = 360,000) | Potency, µM (doses to about 115 µM), for the others: at the highest dose activity change, negative = inhibition, hits mostly inhibitors;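 further: plate controls were vehicle for no effect and positive control for full effect; nearly all actives have a fitted effect of over 50% in size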
EPAC2 ag = agonists of human EPAC2 (RAPGEF4). Q8WZA2. EPAC2 activation, biochemical qHTS; response scale: 100% = 6.5 mM cAMP response. AID 720711. actives 0.079% (n = 360,000). Potency, µM (highest dose often 154 µM), inactives show top-dose activation, usual class: activators; further: nearly all actives have a fitted effect of over 50% in size
Target sequence (Q8WZA2 whole entry, looked up): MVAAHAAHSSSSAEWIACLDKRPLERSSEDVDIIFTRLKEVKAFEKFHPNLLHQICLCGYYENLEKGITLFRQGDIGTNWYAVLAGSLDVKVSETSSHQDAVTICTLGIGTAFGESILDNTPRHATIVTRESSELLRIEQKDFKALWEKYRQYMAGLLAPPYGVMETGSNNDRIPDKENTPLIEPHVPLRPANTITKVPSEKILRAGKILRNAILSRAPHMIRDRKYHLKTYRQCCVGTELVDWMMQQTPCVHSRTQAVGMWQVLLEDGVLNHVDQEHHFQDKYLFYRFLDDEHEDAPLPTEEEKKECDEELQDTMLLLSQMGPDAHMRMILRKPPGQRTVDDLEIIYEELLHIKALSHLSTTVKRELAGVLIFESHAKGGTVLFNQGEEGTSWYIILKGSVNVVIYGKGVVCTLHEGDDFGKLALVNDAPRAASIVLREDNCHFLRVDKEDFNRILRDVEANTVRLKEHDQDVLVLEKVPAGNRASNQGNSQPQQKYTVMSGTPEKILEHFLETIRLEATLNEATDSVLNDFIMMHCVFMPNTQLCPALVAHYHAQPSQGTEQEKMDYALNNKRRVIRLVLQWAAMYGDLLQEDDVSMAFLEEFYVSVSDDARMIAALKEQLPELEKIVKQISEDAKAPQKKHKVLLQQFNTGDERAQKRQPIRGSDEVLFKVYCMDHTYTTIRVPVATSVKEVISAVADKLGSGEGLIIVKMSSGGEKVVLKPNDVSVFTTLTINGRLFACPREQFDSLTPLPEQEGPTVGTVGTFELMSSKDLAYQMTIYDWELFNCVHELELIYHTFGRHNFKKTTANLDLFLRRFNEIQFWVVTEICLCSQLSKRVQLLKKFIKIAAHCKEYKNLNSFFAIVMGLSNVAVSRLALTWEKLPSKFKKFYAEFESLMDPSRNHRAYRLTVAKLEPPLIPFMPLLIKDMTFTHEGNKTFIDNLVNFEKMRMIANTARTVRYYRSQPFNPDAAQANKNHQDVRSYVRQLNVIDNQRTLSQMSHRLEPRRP
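Guanine nucleotide exchange by EPAC2 is measured as reduced fluorescence of BODIPY-GDP once it is released from 250 nM Rap1B. Plates are read kinetically for 30 min at room temperature; results are scaled to 6.5 mM cAMP.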
FUS yeast rescue = rescues growth of FUS-expressing yeast; actives 0.24% (n = 390,000); Potency, µM (top dose mostly 76.6 µM), for the others: top-dose growth rescue (activation), usual class: activators; AID 1347120; S. cerevisiae FUS-expressing, growth rescue, OD600, 24 h;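 further: plate controls were DMSO vehicle for no effect and reference control for full effect; nearly all actives have a fitted effect of over 55% in size; some results filed as inactive show a strong effect at the top dose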
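FUS-expressing yeast, raffinose-pregrown, induced in 2% galactose minimal medium at OD 0.005; compounds in a dilution series, 24hr at 30C. Growth restoration read as absorbance at 600 nm. CP55940 positive control, DMSO negative.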
EPAC1 agonist = EPAC1 (human) agonism; O95398; actives 0.073% (n = 360,000); EPAC1 agonist qHTS, biochemical assay; response scale: 100% = response to 6.5 mM cAMP; Potency, µM (highest dose often 154 µM), inactives show at the highest dose activation, hits mostly activators; further: nearly all actives have a fitted effect of over 60% in size
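Nucleotide exchange by EPAC1 (100 nM) on Rap1B–BODIPY-GDP (250 nM) in the presence of 50 uM GDP is tracked fluorescently at 480/540 nm over 30 min. Signals are normalized to a 6.5 mM cAMP control.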
PTHR1 ag = activates the human parathyroid hormone receptor PTHR1; HEK293 GP2 PTHR1 cells, GloSensor cAMP luminescence, 1 h; Potency, µM (doses to about 115 µM), for the others: at the top dose activation, usual class: activators; actives 0.075% (n = 410,000); further: nearly all actives have a fitted effect of over 55% in size; some results filed as inactive show a strong effect at the top dose; inactives centre near -15; many of its hits are not listed in these tables
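HEK-293-derived GP2 cells expressing PTHR1 and a GloSensor cAMP reporter, 3,000/well, plated overnight, given luciferin plus IBMX (each 0.5 mM as added) for 1 h at 37 °C, then compound for 1 h at 37 °C. Luminescence was read after 15 min at room temperature.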
aSyn yeast inh = rescues yeast growth from alpha-synuclein toxicity. Yeast expressing alpha-synuclein, growth rescue, BacTiter-Glo, 24 h. Potency, µM (titrated, usually from 46.1 µM), for the others: at the top dose growth rescue (activation), actives largely listed as activators. actives 0.14% (n = 370,000). AID 652106; further: % of control where 0% means no effect; nearly all actives have a fitted effect of over 65% in size
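Screening used galactose-induced yeast with toxic alpha-synuclein levels, exposed to compound for 24 hr at 30 deg C. Cell growth, read with BacTiter-Glo luminescence, gave the measured signal.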
TDP-43 yeast inh = inhibitors of TDP-43 toxicity in yeast; TDP-43 expressing yeast growth rescue, BacTiter-Glo, 24 h; actives 1.8% (n = 410,000); AID 652104; Potency, µM (doses to about 46.1 µM), without a hit: at the highest dose growth rescue (activation), hits mostly activators; further: % of control where 0% means no effect; nearly all actives have a fitted effect of over 50% in size
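In this qHTS, compounds that restore growth of yeast expressing TDP-43 appear as activators. Cells (OD600=0.02, galactose medium, raffinose-pregrown) are incubated with compound 24 hr at 30 deg C and growth is quantified by BacTiter-Glo.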
EPAC2 antag = EPAC2 (human) antagonism; AID 720708; EPAC2 GEF exchange of Rap1B-BODIPY-GDP, fluorescence; actives 0.18% (n = 360,000); Q8WZA2; Potency, µM (series often up to 114 µM), for the others: at the top dose activity, negative = inhibition, most hits filed as inhibitors; further: on the % scale 0 is the no-effect control and ±100 the full control effect; nearly all actives have a fitted effect of over 45% in size; many of its hits are not listed in these tables
* marks the source's active call; other numbers are inactive results; i = inactive; u = inconclusive; x = not tested or not shown; [ ] = remark or other dose. The call rests on the fitted dose curve; in most records, active means well fitted curve in the direction sought with a large enough effect; inconclusive means small, poorly fitted or top-dose-only effect, or another doubt; inactive means no such curve, though single readings can be large; an effect the other way counts as inactive or inconclusive. Potency means the concentration at half of the fitted maximal effect.

Start of the listing, in advance (5 entries):
Structure,EPAC1 antag,EPAC2 ag,FUS yeast rescue,EPAC1 agonist,PTHR1 ag,aSyn yeast inh,TDP-43 yeast inh,EPAC2 antag
CCN(CC)CCNC(=O)Cn1nc(Cc2ccccc2)c2ccccc2c1=O,0%,0%,15%,0%,i,12%,-7%,2%
NC(=O)C1CCN(C(=O)c2ccc(C(F)(F)F)cc2)CC1,5%,-6%,1%,-8%,-9%[57.5 µM],-16%,10%,9%
CCOC(=O)N1CCN(S(=O)(=O)c2ccc(F)c(C(=O)Nc3cccc(Cl)c3C)c2)CC1,-5%,8%,x,-4%,-26%,1%,-16%,-11%
CC(C)(C)c1csc(NC(=O)c2c(F)c(F)c(F)c(F)c2F)n1,-18%,9%,-13%,7%,-46%[inhibitor],-33%[inhibitor],u,0%
Cc1cc(/C=C2/C(=O)NN(c3ccccc3)C2=O)c(C)n1-c1ccc(O)cc1,2%,6%,11%,-5%,i,-17%,-7%,-1%

All compounds of this part, previewed entries included:
Structure,EPAC1 antag,EPAC2 ag,FUS yeast rescue,EPAC1 agonist,PTHR1 ag,aSyn yeast inh,TDP-43 yeast inh,EPAC2 antag
CCN(CC)CCNC(=O)Cn1nc(Cc2ccccc2)c2ccccc2c1=O,0%,0%,15%,0%,i,12%,-7%,2%
NC(=O)C1CCN(C(=O)c2ccc(C(F)(F)F)cc2)CC1,5%,-6%,1%,-8%,-9%[57.5 µM],-16%,10%,9%
CCOC(=O)N1CCN(S(=O)(=O)c2ccc(F)c(C(=O)Nc3cccc(Cl)c3C)c2)CC1,-5%,8%,x,-4%,-26%,1%,-16%,-11%
CC(C)(C)c1csc(NC(=O)c2c(F)c(F)c(F)c(F)c2F)n1,-18%,9%,-13%,7%,-46%[inhibitor],-33%[inhibitor],u,0%
Cc1cc(/C=C2/C(=O)NN(c3ccccc3)C2=O)c(C)n1-c1ccc(O)cc1,2%,6%,11%,-5%,i,-17%,-7%,-1%
CC(=O)N(CN1C(=O)c2ccccc2C1=O)c1cccc(C)c1,-7%,9%,2%,7%,i,1%,0%,-1%
COc1cc(OC)cc(C2=NC3(CCC(C)CC3)NC2=S)c1 (configuration not stated),-6%,14%,15%,11%,-9%,15%,u,u
Nc1cc(N)nc(SCC(=O)NCC(=O)Nc2ccc(F)c(F)c2F)n1,-8%,6%,2%,6%,-1%,3%,20%,-2%
COc1ccc(CNCC(O)(c2ccccc2)c2ccc(Cl)cc2)cc1 (configuration not stated),-16%,10%,11%,20%,-6%,5%,6%,-4%
Cc1ccccc1NC(=O)CSc1nnc(NC(=O)c2ccco2)s1,6%,-1%,x,6%,-35%[inhibitor],6%,u,-6%
COc1ccc(CNC(=O)[C@H](C)NC(=O)C2CCN(C(=O)[C@@H](N)CCSC)CC2)cc1,-1%,3%,-10%,3%,-18%,u,18%,10%
CC(=O)Nc1ccccc1NC(=O)c1ccccc1-c1ccccc1,-4%,8%,-2%,-1%,i,-1%,-7%,-6%
O=C(CN1CCCc2ccccc21)N1CCc2ccccc21,7%,0%,-5%,-1%,i,0%,-9%[1.82 µM],1%
CC(C)OCCCNC(=O)c1ccc(CN2CCc3ccccc3C2)cc1,2%,2%,-8%,4%,-25%,8%,18%,0%
Cn1c(=O)c(=O)n(C)c2cc(S(=O)(=O)NCCOc3ccccc3Cl)ccc21,3%,2%,6%,8%,-3%,3%,-3%[9.22 µM],3%
c1cc2c3c(cccc3c1)NC1(CCCC1)N2,3%,-11%,8%,-16%,-14%,-7%,0%,-14%
O=C(NC1CCCCC1)N1CCC(n2cnc3ccccc32)CC1,5%,1%,-2%,5%,i,4%,9%,-2%
CCOc1ccccc1C(=O)NC(C(=O)N(C)Cc1ccc2c(c1)OCO2)C(C)C (configuration not stated),-2%,5%,x,2%,-3%,13%,4%,1%
COc1ccc(C(=O)c2ccc(OC)c(OC)c2)cc1OC,6%,5%,26%,-1%,i,-1%,12%,-28%
O=C1N(CCCCN2C(=O)C3(OCCO3)c3ccccc32)c2ccccc2C12OCCO2,-5%,2%,17%,2%,-28%[57.5 µM],13%,-2%,-4%
CCOC(=O)c1c(C)[nH]c(C)c1C(=O)Cn1nnc(-c2ccccc2C)n1,-12%,24%,32%,13%,10%[57.5 µM],1%,u,-17%
COc1ccc(C2=NOC(Cn3nc(-c4ccccc4)cc3C(=O)NCc3cccs3)C2)cc1 (configuration not stated),-8%,10%,32µM*,-4%,i,8%,4%,1%
Cc1cc(C(F)(F)F)n2nc(-c3cnn(C)c3C(F)(F)F)c(Br)c2n1,-10%,-10%,12%,-17%,i,5%,13µM*,-26%
Cc1cccc(NC(=O)CN2C(=O)NC(C)(c3ccc4c(c3)OCO4)C2=O)c1 (configuration not stated),0%,4%,-2%,-1%,i,0%,-15%,4%
C#CCn1cc(/C=N/Nc2nc3ccccc3[nH]2)c2ccccc21,u,3%,u,5%,-29%,-11%,-18%,-5%
CC(C)CC1C(=O)N(Cc2cn(CCC3OCCCO3)nn2)CCS(=O)(=O)N1Cc1ccc(-c2ccc(F)cc2)cc1 (configuration not stated),-7%,0%,38%,1%,-34%[inhibitor],4%,0%,22µM*
CCOc1ccc(-c2nnn(CC(=O)N3CCCC(C)C3)n2)cc1 (configuration not stated),5%,5%,7%,9%,-17%,2%,u,-7%
O=C(NNC(=O)c1cccnc1)c1ccncc1,3%,8%,-36%,3%,-28%,-5%,-20%,-2%
CN(C(=O)COC(=O)c1cncc(Br)c1)C1CCCCC1,-19%,12%,0%,-3%,1%,-3%,8%,-8%
CCCC(=O)NCCCCNC(=O)CCC,-7%,-2%,-13%,6%,i,-4%,-1%,-7%

Some entries already given, showing only EPAC2 ag:
SMILES	EPAC2 ag
Nc1cc(N)nc(SCC(=O)NCC(=O)Nc2ccc(F)c(F)c2F)n1	6%
COc1ccc(CNCC(O)(c2ccccc2)c2ccc(Cl)cc2)cc1 (configuration not stated)	10%

The list continues.
Assay codes: A = EPAC1 antag; B = EPAC2 ag; C = FUS yeast rescue; D = EPAC1 agonist; E = PTHR1 ag; F = aSyn yeast inh; G = TDP-43 yeast inh; H = EPAC2 antag
Cc1ccc(CCNC(=O)C2CCN(c3nn4c(=O)cc(C)nc4s3)CC2)cc1
  A = -10%	B = 9%	C = 1%	D = 12%	E = -5%[57.5 µM]	F = 1%	G = 20%	H = -2%

Cc1cc(C)nc(NC(=O)C(C)N2C(=O)c3ccccc3C2=O)n1 (configuration not stated)
  A = 5%	B = 2%	C = -5%	D = -5%	E = -6%[57.5 µM]	F = 4%	G = 1%	H = 6%

O=C(CN1C(=O)COc2ccc(S(=O)(=O)N3CCCCCC3)cc21)N1CCN(c2cccc(C(F)(F)F)c2)CC1
  A = x	B = x	C = 15%	D = x	E = -49%[inhibitor]	F = 0%	G = -15%	H = x

Cc1ccc2cccc(Oc3ncnc4sc(C)c(C)c34)c2n1
  A = -6%	B = 20%	C = 2%	D = 15%	E = i	F = -3%	G = 7%	H = -17%

Cc1[nH]c2ccccc2c1C(=O)CSc1nnc(C2CC2)o1
  A = -10%	B = 6%	C = 1%	D = 2%	E = -4%	F = 1%	G = 24%	H = -4%

CS(=O)(=O)c1ccc2nc(NC(=O)C3CC(=O)N(c4ccccc4)C3)sc2c1 (configuration not stated)
  A = 7%	B = 5%	C = -22%	D = 8%	E = i	F = -1%	G = -21%	H = -5%

Cc1nnn(-c2nonc2N)c1C(=O)N/N=C/c1cccc2ccccc12
  A = -25%	B = 0%	C = -8%	D = 9%	E = -8%	F = -2%	G = 0%	H = -6%

Cc1ccc(C(=O)CNc2nc3c(c(=O)[nH]c(=O)n3C)n2Cc2ccccc2)cc1
  A = 5%	B = 11%	C = -1%	D = 4%	E = -16%[57.5 µM]	F = -12%	G = 6%	H = -6%

CCCCNC(=O)O[C@H]1C[C@@H]2CCN3C(=O)CCC[C@H]([C@H]1Cc1ccccc1)[C@H]23
  A = 6%	B = 8%	C = -5%	D = 2%	E = -5%	F = -4%	G = -11%	H = 8%

O=C(Nc1ccc2ccccc2c1)c1ccc(Cl)cc1Cl
  A = -5%	B = 2%	C = -29%	D = -1%	E = -34%[inhibitor]	F = -8%	G = -5%	H = -1%

COc1cc(CNC(C)(C)CO)ccc1OCC(=O)Nc1ccc(Br)cc1
  A = 7%	B = 9%	C = 9%	D = 2%	E = i	F = -1%	G = 13%	H = 3%

S=c1[nH]nc(-c2ccncc2)n1/N=C/c1cn(-c2ccccc2)nc1-c1ccccc1
  A = -6%	B = 0%	C = 14%	D = 7%	E = -19%	F = -7%	G = 21%	H = 5%

O=C(CNS(=O)(=O)c1ccccc1)N1CCN(c2ccccc2)CC1
  A = 9%	B = 11%	C = -3%	D = 6%	E = 0%[57.5 µM]	F = 0%	G = -7%	H = 6%

COc1ccc(C(C)(C)C)cc1NC(=O)c1ccc2c(c1)SC1=NS(=O)(=O)CCN12
  A = -11%	B = 1%	C = 12%	D = 0%	E = i	F = 0%	G = -5%	H = 6%

COCc1cc(C)nc2sc(C(=O)OC(C)C)c(N)c12
  A = -20%	B = 8%	C = 0%	D = 0%	E = i	F = -3%	G = 25%	H = -2%

Oc1ccccc1CN1CCN(C(O)(c2ccccc2)c2ccccc2)CC1
  A = 0%	B = 12%	C = -3%	D = 4%	E = -10%	F = 1%	G = -1%	H = -2%

N#CC1=C(N)Oc2cc(N)ccc2C1c1ccc(Cl)cc1 (configuration not stated)
  A = -6%	B = 8%	C = 11%	D = 11%	E = -17%	F = -1%	G = -5%	H = u

O=C(Cc1ccc(F)cc1)NCCc1ccccc1
  A = -5%	B = 5%	C = -11%	D = 2%	E = i	F = 1%	G = 6%	H = 5%

CCc1noc(C)c1C(=O)N(C)CC(=O)Nc1cccc(OC)c1
  A = -2%	B = 5%	C = -15%	D = 2%	E = -21%	F = -5%	G = -1%	H = 1%

Screens: PubChem BioAssay, National Center for Advancing Translational Sciences (NCATS)

This is a subset (hit frequency here may not be typical).
